Bioassay records deposited in PubChem by National Center for Advancing Translational Sciences (NCATS).
SW480 rereplic: induces DNA re-replication in SW480 colon adenocarcinoma cells; Potency, µM (top dose mostly 46.1 µM), inactives show top-dose re-replication activation, actives largely listed as activators; hit rate 1.8% among 340,000; SW480 DNA re-replication, Hoechst DNA content imaging, 48 h; further: potency means the concentration at half of the fitted maximal effect; % of control where 0% means no effect; nearly all actives have a fitted effect of over 55% in size
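Quantitative HTS format with DMSO vehicle controls; 48 hr drug incubation at 37 C, then 40 min Hoechst staining and scanning imager measurement at 405 nm excitation.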
HT1080NT lethal: kills 2HG-producing HT-1080-NT fibrosarcoma cells. HT-1080-NT fibrosarcoma viability, CellTiter-Glo ATP luminescence, 48 h. Potency, µM (titrated, usually from 46.1 µM), without a hit: top-dose activity, negative = less viability, usual class: cytotoxic. hit rate 1.6% among 360,000;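 further: NT is the 2HG producing partner of a matched IDH1 knockdown line; potency means the concentration at half of the fitted maximal effect; 0% = DMSO-treated cells and -100% = media-only wells without cells; nearly all actives have a fitted effect of over 55% in size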
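750 cells/well, RPMI + 5% FBS; 2 h settle, compound pin-transfer, 48 h at 37 degrees C. CellTiter-Glo 10 min RT, luminescence. Normalized to DMSO and media-only wells.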
HEK293 tox: cytotoxicity in counter-screen for GLP-1R inverse agonists; hit rate 0.13% among 410,000; HEK293 cAMP-luciferase reporter cells, luminescence, 24 h; Potency, µM (doses to about 38.3 µM), for inactives: at the highest dose activity change, negative = inhibition, actives largely listed as inhibitors; AID 624418;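 further: loss of luciferase light is scored as toxicity; potency means the concentration at half of the fitted maximal effect; on the % scale 0 is the no-effect control and ±100 the full control effect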
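MLSMR compounds, 24 hr on cells at 37 deg C/5% CO2; luminescence after luciferase reagent (12 min RT). Inhibition counted as the undesired cytotoxic outcome.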
IL-1B inflam inh: blocks inflammasome-driven IL-1 beta release; THP-1 LPS/ATP IL-1B secretion, AlphaLISA, 16 h; active compounds read low; activity change, % at 57.5 µM; hit rate 4.7% among 360,000; AID 743279; in the data active means activity change below about -50%; inconclusive means mostly about -30% to -49%; further: on the % scale 0 is the no-effect control and ±100 the full control effect
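Secreted IL-1B measured by AlphaLISA bead assay after 16 h compound exposure of THP-1 cells; compounds (final up to 57.5 uM) added 1 h before LPS (250 ng/mL) and ATP (1.25 mM) stimulation; lower signal means less secretion.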
MCF10A rerep: induces DNA re-replication in MCF 10a normal breast cells; MCF 10A DNA re-replication, Hoechst nuclear intensity, 48 h; hit rate 2.9% among 350,000; Potency, µM (doses to about 46.1 µM), for inactives: at the highest dose activity, positive = re-replication, actives largely listed as activators; further: potency means the concentration at half of the fitted maximal effect; % of control where 0% means no effect; nearly all actives have a fitted effect of over 50% in size
KB-V1 MDR tox: kills drug-selected multidrug resistant KB-V1 cells. KB-V1 MDR cells viability, CellTiter-Glo, 72 h. Potency, µM (doses to about 46.1 µM), without a hit: at the highest dose activity change, negative = cytotoxicity, hits mostly cytotoxic. hit rate 3.4% among 400,000; further: potency means the concentration at half of the fitted maximal effect; on the % scale 0 is the no-effect control and ±100 the full control effect; nearly all actives have a fitted effect of over 60% in size
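Cytotoxicity toward P-gp-expressing KB-V1 cells was determined as loss of CellTiter-Glo luminescence after 72 h at 37 degrees C. Compounds were tested in quantitative HTS format across a concentration range, with curves fitted to normalized data.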
DRD3 agonist: activates the human D3 dopamine receptor; hit rate 0.58% among 410,000; P35462; D3R DiscoveRx beta-arrestin cells, luminescence, 90 min; max activation, %; AID 652048; in the data active means max activation above about 30%; further: 0% is about no effect; mostly tested at two doses, the higher about 12 µM
Target sequence (P35462 whole entry, looked up): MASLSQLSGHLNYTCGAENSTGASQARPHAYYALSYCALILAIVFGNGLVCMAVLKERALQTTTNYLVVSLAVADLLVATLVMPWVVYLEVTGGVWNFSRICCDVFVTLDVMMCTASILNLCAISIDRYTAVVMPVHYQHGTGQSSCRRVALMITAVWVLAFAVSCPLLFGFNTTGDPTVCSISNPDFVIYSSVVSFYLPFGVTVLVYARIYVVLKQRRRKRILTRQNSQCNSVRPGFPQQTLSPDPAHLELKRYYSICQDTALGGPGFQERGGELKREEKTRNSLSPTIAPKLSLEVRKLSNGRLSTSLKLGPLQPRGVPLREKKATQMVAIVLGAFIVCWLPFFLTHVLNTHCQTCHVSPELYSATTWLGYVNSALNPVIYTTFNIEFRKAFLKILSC
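Agonist mode: compounds and dopamine controls were applied to plated cells for 90 min at 37 degrees C after an overnight attachment at 1500 cells/well. Luminescent read-out followed 30 - 60 minutes at room temperature with DiscoveRx detection reagent.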
KB-3-1 cytotox: kills parental KB-3-1 adenocarcinoma cells; KB-3-1 viability, CellTiter-Glo ATP luminescence, 72 h; Potency, µM (top dose mostly 46.1 µM), without a hit: top-dose activity change, negative = cytotoxic, most hits filed as cytotoxic; hit rate 1.4% among 400,000; AID 1347075; further: potency means the concentration at half of the fitted maximal effect; on the % scale 0 is the no-effect control and ±100 the full control effect; nearly all actives have a fitted effect of over 60% in size
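Multi-concentration cytotoxicity screen in KB-3-1 cells grown in DMEM lacking phenol red with 10% FBS. After 72 h at 37 °C with compound, ATP-dependent luminescence was recorded.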
HT1080 IDH1KD tx: kills HT-1080 cells with IDH1 knockdown; HT-1080 IDH1 knockdown viability, ATP luminescence, 48 h; Potency, µM (top dose mostly 46.1 µM), without a hit: at the highest dose activity, negative = toxicity, most hits filed as cytotoxic; hit rate 2% among 360,000;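 further: potency means the concentration at half of the fitted maximal effect; 0% = DMSO wells and -100% = cell-free medium wells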
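Assay cells: HT-1080 with IDH1 knockdown, 750 per well, RPMI/5% FBS. Exposure: 48 h at 37 °C following 2 h pre-incubation. Read: CellTiter-Glo luminescence; fitted concentration-response, curve class assigned.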
Active calls of the source: *; [ ] = dose if it differs, or a comment. Unless noted, the call rests on the fitted dose curve; in most records, active means well fitted curve in the direction sought with a large enough effect; inconclusive means small, poorly fitted or top-dose-only effect, or another doubt; inactive means no such curve, though single readings can be large; an effect the other way counts as inactive or inconclusive.

`O=S(=O)(c1c(F)cccc1F)N1CCCC2CCCCC21` (stereo unspecified) gave SW480 rereplic -5.8%, HT1080NT lethal -0.2%, HEK293 tox 0.0%, IL-1B inflam inh 12.1, MCF10A rerep 15.4%, KB-V1 MDR tox -20.5%, DRD3 agonist 9.6, KB-3-1 cytotox -8.2% and HT1080 IDH1KD tx 0.7%.
For O=C(NCc1cccnc1)c1ccccc1NS(=O)(=O)c1ccccc1 the results were SW480 rereplic inconclusive, HT1080NT lethal -2.2%, HEK293 tox -20.4%, IL-1B inflam inh inactive, MCF10A rerep -0.7%, KB-V1 MDR tox -18.6%, DRD3 agonist -2.6, KB-3-1 cytotox -7.2% and HT1080 IDH1KD tx 3.3%.
Cc1nc(NCC(c2ccccc2)N(C)C)c2c(C)c(C)sc2n1 (stereo unspecified) was read as SW480 rereplic -2.3%, HT1080NT lethal -2.4%, HEK293 tox inconclusive, IL-1B inflam inh inconclusive, MCF10A rerep inconclusive, KB-V1 MDR tox inconclusive, DRD3 agonist 3.0, KB-3-1 cytotox inconclusive and HT1080 IDH1KD tx inconclusive.
`CN(CCCCCCCCCCN(C)C(=O)Oc1cccc([N+](C)(C)C)c1)C(=O)Oc1cccc([N+](C)(C)C)c1` gave SW480 rereplic 8.2%, HT1080NT lethal -10.7%, HEK293 tox -0.2%, IL-1B inflam inh 1.7, MCF10A rerep 6.4%, KB-V1 MDR tox 0.9%, DRD3 agonist 8.6, KB-3-1 cytotox -4.8% and HT1080 IDH1KD tx -28.4%.
`Cc1nnc(N=c2ssnc2Cl)o1` gave SW480 rereplic inconclusive, HT1080NT lethal 1.5%, HEK293 tox -6.2%, IL-1B inflam inh -15.2, MCF10A rerep inconclusive, KB-V1 MDR tox -6.0%, DRD3 agonist -86.1, KB-3-1 cytotox inconclusive and HT1080 IDH1KD tx -2.7%.
`CCSCCOC(=O)C1=C(C)NC(=O)NC1c1ccccc1` (stereo unspecified) gave SW480 rereplic -11.5%, HT1080NT lethal -2.4%, HEK293 tox 2.3%, IL-1B inflam inh -6.1, MCF10A rerep 3.5%, KB-V1 MDR tox inconclusive, DRD3 agonist 3.2, KB-3-1 cytotox -25.8% and HT1080 IDH1KD tx -2.9%.
`O=C(CCC1N=C2c3ccccc3N=C(SCc3cccc(Cl)c3)N2C1=O)NCc1cccs1` (stereo unspecified) gave HEK293 tox 1.3%, KB-V1 MDR tox 2.5%, DRD3 agonist 4.3 and KB-3-1 cytotox 7.4%.
Screening CC(C)(C)c1csc(NNC(=O)c2ccc(Cl)cc2)n1 returned SW480 rereplic inconclusive, HT1080NT lethal -6.8%, HEK293 tox -9.6%, IL-1B inflam inh 94.8, MCF10A rerep inconclusive, KB-V1 MDR tox -5.5%, DRD3 agonist 7.6, KB-3-1 cytotox -8.3% and HT1080 IDH1KD tx inconclusive.
`Cc1ccc(C(=O)NCC(=O)N(C)CC(=O)Nc2ccccc2Br)s1` gave SW480 rereplic -3.9%, HT1080NT lethal 3.6%, HEK293 tox 15.1%, IL-1B inflam inh 12.6, MCF10A rerep -1.5%, KB-V1 MDR tox 20.6µM*, DRD3 agonist -6.8, KB-3-1 cytotox -11.8% and HT1080 IDH1KD tx -0.2%.
For COc1cc(C(c2c(C)[nH][nH]c2=O)c2c(C)[nH][nH]c2=O)cc(OC)c1OC the results were SW480 rereplic -11.1%, HT1080NT lethal 17.1%, HEK293 tox 2.9%, IL-1B inflam inh -2.7, MCF10A rerep 0.8%, KB-V1 MDR tox 29.9%, DRD3 agonist -3.9, KB-3-1 cytotox 15.3% and HT1080 IDH1KD tx 5.7%.
`CCOc1ccc(NC(=O)NCc2cccnc2)cc1` gave SW480 rereplic -5.5%, HT1080NT lethal 16.5%, HEK293 tox 0.3%, IL-1B inflam inh 3.7, MCF10A rerep -8.9%, KB-V1 MDR tox -3.2%, DRD3 agonist 0.7, KB-3-1 cytotox -5.4% and HT1080 IDH1KD tx 20.6%.
`CCCCc1c(C)[nH]c(=S)[nH]c1=O` gave SW480 rereplic -5.4%, HT1080NT lethal 4.0%, HEK293 tox 11.0%, IL-1B inflam inh 0.3, MCF10A rerep -0.1%, KB-V1 MDR tox 12.0%, DRD3 agonist 3.1, KB-3-1 cytotox -0.2% and HT1080 IDH1KD tx 4.0%.
For Cc1ccc(NC(=O)C2C3C=CC(O3)C2C(=O)O)cc1C (stereo unspecified) the results were SW480 rereplic -91.3%[inhibitor][1.84 µM], HT1080NT lethal 1.0%, HEK293 tox -12.3%, IL-1B inflam inh 4.2, MCF10A rerep -26.9%, KB-V1 MDR tox 4.1%, DRD3 agonist 9.4, KB-3-1 cytotox 9.7% and HT1080 IDH1KD tx -0.9%.
Screening CC1(C(=O)NS(=O)(=O)c2cccc(F)c2)CCN1C(=O)CCc1ccc(Cl)cc1Cl (stereo unspecified) returned HT1080NT lethal -0.9%, HEK293 tox 2.8%, IL-1B inflam inh 33.7, KB-V1 MDR tox -3.8%, DRD3 agonist 6.5, KB-3-1 cytotox 4.7% and HT1080 IDH1KD tx 2.5%.
COC(=O)C(C)Oc1ccc2c(c1)O/C(=C\c1cccc(Br)c1)C2=O (stereo unspecified) was read as SW480 rereplic -8.7%, HT1080NT lethal -2.0%, HEK293 tox 6.1%, IL-1B inflam inh -5.7, MCF10A rerep -20.6%, KB-V1 MDR tox 12.6%, DRD3 agonist -2.0, KB-3-1 cytotox 2.5% and HT1080 IDH1KD tx 1.6%.
`O=C(COc1ccccc1F)Nc1ccc(S(=O)(=O)NCc2ccco2)cc1` gave SW480 rereplic -3.3%, HT1080NT lethal 0.1%, HEK293 tox -4.3%, IL-1B inflam inh -2.0, MCF10A rerep 24.6%, KB-V1 MDR tox 4.5%, DRD3 agonist -1.3, KB-3-1 cytotox 13.5% and HT1080 IDH1KD tx -17.3%.
For CC(c1ccccc1)N1C(=O)c2ccc(C(=O)Nc3ccc(Br)cc3C(=O)O)cc2C1=O (stereo unspecified) the results were SW480 rereplic -13.4%, HT1080NT lethal 4.3%, HEK293 tox -1.6%, IL-1B inflam inh 13.9, MCF10A rerep 7.4%, KB-V1 MDR tox inconclusive, DRD3 agonist 15.4, KB-3-1 cytotox inconclusive and HT1080 IDH1KD tx 10.8%.
Screening CCOC(=O)[C@]12CCCC=C1N(CCC1=CCCCC1)C(=O)[C@H](CC(=O)NCCC(C)C)C2 returned HT1080NT lethal inconclusive, HEK293 tox -0.5%, IL-1B inflam inh -20.0, KB-V1 MDR tox inconclusive, DRD3 agonist -1.4, KB-3-1 cytotox -13.8% and HT1080 IDH1KD tx inconclusive.
`Cc1ccc(S(=O)(=O)NNC(=O)CCC(=O)Nc2ccccc2)cc1` gave SW480 rereplic -8.9%, HT1080NT lethal -0.3%, HEK293 tox -2.2%, IL-1B inflam inh -0.5, MCF10A rerep 0.0%, KB-V1 MDR tox 0.0%, DRD3 agonist -0.1, KB-3-1 cytotox 1.8% and HT1080 IDH1KD tx 9.7%.
For COc1cc(O)c(C(CCN2CCCC(C)C2)c2ccc3c(c2)OCO3)c(OC)c1 (stereo unspecified) the results were SW480 rereplic 0.6%[9.22 µM], HT1080NT lethal -13.5%, HEK293 tox -12.6%, IL-1B inflam inh 0.0, MCF10A rerep -3.9%, KB-V1 MDR tox -0.2%, DRD3 agonist -48.7, KB-3-1 cytotox 6.0% and HT1080 IDH1KD tx -26.8%.
Cn1nc(C(F)(F)F)c(-c2ccccc2)c1NC(=O)CSCC(=O)O was read as SW480 rereplic -59.1%[inhibitor], HT1080NT lethal -19.6%, HEK293 tox inconclusive, IL-1B inflam inh 8.3, MCF10A rerep 0.2%, KB-V1 MDR tox inconclusive, DRD3 agonist 9.8, KB-3-1 cytotox 6.8% and HT1080 IDH1KD tx inconclusive.
For Cn1nc(C(C)(C)C)cc1C(=O)N1CCCC(C)(C(=O)NS(=O)(=O)C2CC2)C1 (stereo unspecified) the results were HT1080NT lethal inconclusive, HEK293 tox -4.7%, IL-1B inflam inh 16.7, KB-V1 MDR tox 3.1%, DRD3 agonist 1.5, KB-3-1 cytotox 0.0% and HT1080 IDH1KD tx 6.7%.
For COc1ccc(OC)c(CCNC(=O)c2sc3nc4n(c(=O)c3c2C)CCCC4)c1 the results were HEK293 tox -9.1%, KB-V1 MDR tox -5.0%, DRD3 agonist 8.0 and KB-3-1 cytotox -2.9%.
`COc1cccc(-c2cc(C(=O)Nc3ccc(Br)c(C)c3)[nH]n2)c1` gave HEK293 tox 0.2%, KB-V1 MDR tox 12.6%, DRD3 agonist 0.5 and KB-3-1 cytotox 7.0%.
CC1CCCN(C(=O)c2ccccc2OC2CCN(S(C)(=O)=O)CC2)C1 (stereo unspecified) was read as SW480 rereplic -7.5%, HT1080NT lethal -0.3%, HEK293 tox 6.6%, IL-1B inflam inh -2.5, MCF10A rerep 1.1%, KB-V1 MDR tox inconclusive, DRD3 agonist -16.1, KB-3-1 cytotox -11.9% and HT1080 IDH1KD tx -1.7%.
For Cc1ccc(Cc2c(-c3ccc(C)cc3)nc3c(Cl)cc(C(F)(F)F)cn23)cc1 the results were HT1080NT lethal 3.4%, HEK293 tox 4.1%, IL-1B inflam inh 65.3, KB-V1 MDR tox 0.0%, DRD3 agonist -0.5, KB-3-1 cytotox -4.3% and HT1080 IDH1KD tx 9.7%.
For CC12CN3CC(C)(CN(C1)C3c1ccc3ccccc3c1O)C2=O (stereo unspecified) the results were SW480 rereplic -5.7%, HT1080NT lethal -20.5%, HEK293 tox -10.4%, IL-1B inflam inh 21.7, MCF10A rerep inconclusive, KB-V1 MDR tox 0.7%, DRD3 agonist -1.1, KB-3-1 cytotox inconclusive and HT1080 IDH1KD tx inconclusive.
